SENP8 inh – SENP8 protease inhibition. AID 2540. actives 1.2% (n = 330,000). inhibition, % at 10 µM. Q96LD8. purified SENP8, Z-RLRGG-aminoluciferin cleavage, luminescence
Apaf-1 inh – human Apaf-1 inhibition; reconstituted apoptosome caspase-3 activity, DEVD-Rh110 fluorescence; inhibition, % at 20 µM; actives 0.71% (n = 330,000); active means inhibition of at least 40% at 20 µM;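 further: plate controls were DMSO wells for no effect and DEVD-CHO caspase inhibitor wells for full effect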
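Assay system – apoptosome proteins · Medium – Hepes buffer, pH 7.5 · Also added – cytochrome c with DEVD-Rh110 · Timing – 30 min compound preincubation, 50 min activation, room temperature · Detection – Rh110 fluorescence, excitation 480 nm, emission 540 nm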
Gli-Sufu antag – antagonists of Gli-Sufu signaling; Sufu-KO-LIGHT fibroblasts, Gli luciferase reporter luminescence; inhibition, % at 5 µM; actives 0.74% (n = 340,000); AID 588413;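 active means inhibition above about 55%, limit read from the data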;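 further: 0% = DMSO-treated cells and 100% = wells with medium but no cells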
SENP7 inh – blocks the human protease SENP7; recombinant SENP7, Z-RLRGG-aminoluciferin luminescence, 40 min; actives 1.5% (n = 330,000); inhibition, % at 5 µM; AID 434973;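 active means inhibition above about 50% at the single test dose, limit read from the data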;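 further: plate controls were DMSO with enzyme for no effect and no enzyme buffer wells for full effect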
Jurkat NFkB inh – lowers PMA/ionomycin-induced NF-kB signal in Jurkat cells; PMA/ionomycin-induced NF-kB luciferase reporter, luminescence; inhibition, % at 4 µM; actives 0.53% (n = 330,000); AID 435003
UBC13 polyUb – inhibitors of human UBC13 polyubiquitin chain formation. P61088. actives 0.47% (n = 330,000). inhibition, % at 20 µM. TR-FRET; in the data active means inhibition above about 45%, passing the limit was not always enough
Target sequence (P61088 whole entry, looked up): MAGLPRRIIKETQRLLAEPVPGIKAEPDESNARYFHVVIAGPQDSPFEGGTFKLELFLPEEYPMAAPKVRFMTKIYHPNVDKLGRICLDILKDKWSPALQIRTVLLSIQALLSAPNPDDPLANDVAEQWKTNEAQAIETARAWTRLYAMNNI
697 NFkB inh – lowers PMA/ionomycin-induced NF-kB signal in 697 B cells | 697 B-cell NF-kB luciferase reporter, 16 h | inhibition, % at 4 µM | actives 0.33% (n = 330,000); in the data active means inhibition above about 35%
HKDC1 inh – inhibitors of human hexokinase HKDC1. Q2TB90. recombinant HKDC1, G6PDH/diaphorase resazurin coupled fluorescence. inhibition, % at 20 µM. actives 0.16% (n = 340,000). AID 493160;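 active means inhibition above about 35% when tested at 20 µM, limit read from the data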;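 further: plate controls were DMSO wells with enzyme for no effect and DMSO wells lacking enzyme for full effect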
Target sequence (Q2TB90 whole entry, looked up): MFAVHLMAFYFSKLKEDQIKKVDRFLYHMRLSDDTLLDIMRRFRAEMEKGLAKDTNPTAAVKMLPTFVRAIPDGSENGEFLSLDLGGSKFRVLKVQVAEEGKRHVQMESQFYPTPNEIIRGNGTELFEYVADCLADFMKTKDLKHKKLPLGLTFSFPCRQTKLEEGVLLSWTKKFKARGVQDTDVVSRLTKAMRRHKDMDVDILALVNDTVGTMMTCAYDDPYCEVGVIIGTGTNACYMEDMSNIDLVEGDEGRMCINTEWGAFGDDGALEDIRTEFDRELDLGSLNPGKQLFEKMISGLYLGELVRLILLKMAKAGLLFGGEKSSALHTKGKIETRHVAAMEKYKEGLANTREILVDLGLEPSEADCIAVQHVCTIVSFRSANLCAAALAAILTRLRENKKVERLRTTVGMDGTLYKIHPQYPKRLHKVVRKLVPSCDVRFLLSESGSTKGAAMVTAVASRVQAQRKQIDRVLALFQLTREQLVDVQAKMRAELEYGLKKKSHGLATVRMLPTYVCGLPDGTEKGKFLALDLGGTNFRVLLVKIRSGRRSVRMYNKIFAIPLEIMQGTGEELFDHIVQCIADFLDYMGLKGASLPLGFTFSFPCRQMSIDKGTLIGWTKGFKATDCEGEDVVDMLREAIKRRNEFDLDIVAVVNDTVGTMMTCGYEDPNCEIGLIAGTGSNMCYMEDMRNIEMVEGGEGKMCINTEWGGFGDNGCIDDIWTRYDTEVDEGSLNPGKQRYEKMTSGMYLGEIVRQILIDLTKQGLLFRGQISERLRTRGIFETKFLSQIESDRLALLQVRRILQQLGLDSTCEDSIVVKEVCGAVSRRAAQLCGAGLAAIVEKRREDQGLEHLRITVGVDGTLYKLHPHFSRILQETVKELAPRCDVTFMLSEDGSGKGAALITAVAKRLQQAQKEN
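Material – in-house recombinant HK5 (HKDC1) enzyme · Quantity – HKDC1 at 5 µg/mL · Buffer or medium – pH 8.0 Tris buffer with 10 mM MgCl2 · Reagent – glucose with 1 mM ATP · Dosing – single 20 µM dose · Times – reaction time 90 min, room temperature, protected from light · Technique – resorufin fluorescence at 613 nm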
An asterisk follows results filed as active; / = no result given. Unless noted, no stated cut-off is given here; in the data, active means inhibition above about 50%; inactive means the rest. Rows are unselected. About 3.6% of those tested had a hit in this group.

No.	SMILES	SENP8 inh	Apaf-1 inh	Gli-Sufu antag	SENP7 inh
1	Cc1cc(C)n(-c2nc(Nc3ccccc3)nc(-n3nc(C)cc3C)n2)n1	0	0	6	-6
2	COc1ccc(OC)c(CNC(=O)C2CCC(=O)N(CCCN3CCCC3=O)C2)c1 (configuration not stated)	0	-8	-41	6
3	CCCCNC(=O)CC1N=C2c3ccccc3N=C(SCC(=O)Nc3ccccc3C)N2C1=O (configuration not stated)	-2	-9	2	11
4	Cc1nnc(NC(=O)CSc2ccc3nnc(-c4cccnc4)n3n2)s1	5	14	/	3
5	COc1ccc(CNCc2cc3c(cc2[N+](=O)[O-])OCO3)cc1	18	5	2	10
6	Cc1ccccc1C(=O)Nc1ccc2c(c1)nc(CCNC(=O)c1ccco1)n2C	3	-5	-14	1
7	CCCCOc1ccc(C2C(C(=O)c3ccc(C)o3)=C(O)C(=O)N2Cc2ccco2)cc1 (configuration not stated)	2	15	/	-4
8	CC(=O)Nc1ccc(NC(=O)CSc2nccn2Cc2ccccc2)cc1	-12	-11	-1	-3
9	CC(C)Oc1cccc(C(=O)N/N=C/c2ccoc2)c1	-6	-2	-24	0
10	O=C(Nc1cccc(C(=O)N2CCOCC2)c1)c1ccccc1Br	-2	-13	0	2

No.	Jurkat NFkB inh	UBC13 polyUb	697 NFkB inh	HKDC1 inh
1	-8	-1	7	1
2	8	3	-10	1
3	-9	7	-4	6
4	-11	-8	-13	/
5	-14	-1	-2	3
6	-7	0	2	-2
7	2	-11	-1	/
8	-9	-5	4	3
9	3	-4	1	1
10	-7	10	2	6

Next part
No.	SMILES	SENP8 inh	Apaf-1 inh	Gli-Sufu antag	SENP7 inh
11	CC(C)COC(=O)CNc1n[nH]c(=S)[nH]c1=O	-2	-25	-5	17
12	CSCCC(NS(=O)(=O)c1ccc(C)cc1)C(=O)N1CCCC1 (configuration not stated)	-9	3	-19	-18
13	CC12CCC(C(=O)NCc3cccnc3)(OC1=O)C2(C)C (configuration not stated)	0	-8	9	-3
14	COc1ccc(S(=O)(=O)N2CCN(CCC(=O)Nc3ccc(F)cc3)CC2)cc1	-6	-14	1	-2
15	CCCOc1ccc(-c2csc3ncn(Cc4ccc(C(=O)O)cc4)c(=O)c23)cc1	-3	2	-7	-9
16	COc1ccc(CC(=O)Nc2cc(S(=O)(=O)N3CCCCC3)ccc2C)cc1	-10	2	-13	11
17	CC(=O)Nc1ccc(S(=O)(=O)N2CCN=C2SCc2ccccc2C)cc1	-3	-12	1	1
18	CCOc1cc(C(=O)NCc2ccncc2)cc(OCC)c1OCC	8	-11	1	-2
19	CCOC(=O)N1CCN(C(c2cccnc2)c2ccc3cccnc3c2O)CC1 (configuration not stated)	13	-3	9	2
20	Cc1cc([N+](=O)[O-])nn1CC(=O)N1CCCc2ccccc21	-6	-2	5	-8

No.	Jurkat NFkB inh	UBC13 polyUb	697 NFkB inh	HKDC1 inh
11	1	1	-4	-7
12	1	-2	13	1
13	3	7	19	-7
14	24	4	7	-10
15	4	-3	-5	-7
16	-11	-3	-15	3
17	14	8	-18	0
18	-8	4	23	-11
19	24	-15	-15	-5
20	-3	6	5	-9

Along the list, from the results shown.
UBC13 polyUb for entries 12–16: -2, 7, 4, -3, -3

Additional compounds.
No.	SMILES	SENP8 inh	Apaf-1 inh	Gli-Sufu antag	SENP7 inh
21	CC(C)Sc1nc2ccccc2n1CC(=O)O	4	-7	-3	6
22	O=C(Nc1ccc(Br)cc1)C1CCCN1S(=O)(=O)c1cccs1 (configuration not stated)	-11	14	0	-11
23	O=C(CSc1nc(C(F)(F)F)cc(=O)[nH]1)N1CCCC1	8	-5	1	11
24	COc1ccc(C2c3cc(OC)c(OC)cc3CCN2C2CC(=O)N(c3ccccc3)C2=O)cc1OC (configuration not stated)	-13	9	3	-10
25	O=C(COC(=O)c1c[nH]c(=O)[nH]c1=O)Nc1ccccc1Br	-9	6	-1	-5
26	N#CCc1nn2c(-c3ccccc3)ccnc2c1C#N	-8	8	/	-9
27	CC(=O)C1=C(C)NC(=O)NC1c1ccccc1 (configuration not stated)	-5	9	0	-3
28	O=C1CN(C(=O)CSc2nc3ccccc3c(=O)n2CCCN2CCOCC2)c2ccccc2N1	4	-14	-1	3
29	COC(=O)C1(C(F)(F)F)N=C(C(F)(F)F)Nc2ccc(Cl)cc21 (configuration not stated)	5	-11	2	-1
30	O=C(Cc1cccs1)Nc1cccc(-c2nnc(-c3ccco3)o2)c1	5	10	-10	3

No.	Jurkat NFkB inh	UBC13 polyUb	697 NFkB inh	HKDC1 inh
21	-8	-2	13	-10
22	-2	-4	0	-4
23	-1	-10	-27	-7
24	-5	-4	-5	-8
25	-7	-4	-11	-4
26	5	11	4	-1
27	10	-2	25	-2
28	4	7	-8	-11
29	-4	6	-10	-10
30	-13	9	-34	-6

Molecules above with a nitro group on carbon:
No.	SMILES	SENP8 inh	Apaf-1 inh	Gli-Sufu antag	SENP7 inh
5	COc1ccc(CNCc2cc3c(cc2[N+](=O)[O-])OCO3)cc1	18	5	2	10
20	Cc1cc([N+](=O)[O-])nn1CC(=O)N1CCCc2ccccc21	-6	-2	5	-8

No.	Jurkat NFkB inh	UBC13 polyUb	697 NFkB inh	HKDC1 inh
5	-14	-1	-2	3
20	-3	6	5	-9

(next part)
No.	SMILES	SENP8 inh	Apaf-1 inh	Gli-Sufu antag	SENP7 inh
31	Cn1cnc2c1c(=O)n(Cc1cccc(F)c1)c(=O)n2C	-7	-3	3	-5
32	Cn1c(SC/C=C/c2ccccc2)nnc1-c1ccco1	-2	9	15	4
33	O=C(NCC(c1cccnc1)N1CCOCC1)c1cccs1 (configuration not stated)	-5	0	18	2
34	CCc1nnc(NC(=O)CN2CCN(Cc3ccc(F)cc3)CC2)s1	-7	-17	28	-1
35	COc1ccccc1N(C)S(=O)(=O)c1ccc(C(=O)NCCc2ccc(F)cc2)cc1	1	20	13	3
36	Cc1ccc(C)c(NC(=O)c2cc(-c3cc(C)c(C)cc3O)n[nH]2)c1	-15	6	-27	2
37	CCN1CCN(CC(O)COc2ccc3c(C)cc(=O)oc3c2)CC1 (configuration not stated)	5	-8	6	1
38	COC(=O)c1ccccc1NC(=O)c1cc(-c2ccc(C)cc2)on1	-6	-14	-10	5
39	CCOC(=O)CSc1n[nH]c(NC(=O)CC)n1	-1	0	-2	-4
40	Cn1c(SCC(=O)NC2CCCCCC2)nnc1-c1cccs1	2	-8	-10	-4

No.	Jurkat NFkB inh	UBC13 polyUb	697 NFkB inh	HKDC1 inh
31	-13	9	-22	-2
32	7	2	5	-5
33	3	-1	7	0
34	1	4	0	1
35	3	4	5	-2
36	-79	0	-68	-1
37	-10	2	14	-4
38	-3	19	10	5
39	-6	7	3	15
40	13	6	4	3

More entries.
No.	SMILES	SENP8 inh	Apaf-1 inh	Gli-Sufu antag	SENP7 inh
41	Cc1cccc(N2CCN(C(=O)c3ccc(CNc4c(N5CCC(C)CC5)c(=O)c4=O)cc3)CC2C)c1 (configuration not stated)	-5	12	11	-8
42	Cn1c(=O)c2c(ncn2CC(=O)OCC(=O)Nc2ccc(Cl)cc2Cl)n(C)c1=O	-2	1	14	5
43	c1ccc(-c2cccc(-c3ccccc3)n2)cc1	0	10	19	4
44	CC(C(=O)NC1CCCC1)N(Cc1ccco1)C(=O)c1snc(C(=O)NC2CCCC2)c1N (configuration not stated)	-10	12	2	-3
45	Cc1nc(SCC(=O)NCCc2ccc(Cl)cc2)nc(C)c1C	-5	-9	-2	-4
46	CSc1ncc(CN2CCCCC2C(=O)Nc2ccc(Oc3ccccc3)nc2)cn1 (configuration not stated)	-7	3	-4	-9
47	N#Cc1cnn(-c2nc(SCc3ccccc3)nc3sc4c(c23)CCCC4)c1N	-12	15	2	-4
48	CC(=O)c1ccc(Oc2cnccn2)cc1	-2	0	-12	-1
49	O=c1sc2ccccc2c(N2CCN(c3ccccc3)CC2)c1[N+](=O)[O-]	32	-14	2	12
50	CCC(=O)Nc1c2c(nn1-c1ccccc1)CSC2	7	-6	21	5

No.	Jurkat NFkB inh	UBC13 polyUb	697 NFkB inh	HKDC1 inh
41	9	-8	-2	-3
42	-1	1	6	-3
43	-28	6	-14	2
44	16	5	-14	-6
45	12	-1	-17	-3
46	-12	-1	-12	-3
47	-4	-2	-6	-2
48	4	0	3	-10
49	5	-12	9	-3
50	7	2	-9	3

Further compounds:
No.	SMILES	SENP8 inh	Apaf-1 inh	Gli-Sufu antag	SENP7 inh
51	COc1ccc(CCN2C(=O)NC(NS(=O)(=O)c3ccc(N)cc3)(C(F)(F)F)C2=O)cc1OC (configuration not stated)	5	5	-1	3
52	O=C(Nc1cccc(Cl)c1)c1ccc(NCC2CCCO2)c([N+](=O)[O-])c1 (configuration not stated)	5	-11	13	-7
53	COc1ccc(CNC(=O)COC(=O)c2cccnc2Nc2cccc(C(F)(F)F)c2)cc1	-5	-5	4	-3
54	Cc1ccc(NC(=S)N(CCCN2CCOCC2)Cc2ccco2)cc1	0	-6	1	-1
55	CCCCSc1nnc(CCCCCNC(=O)OC(C)(C)C)o1	-2	11	1	-4
56	COc1ccc(NC(=S)NCc2ccc3c(c2)OCO3)cc1	5	6	3	11
57	Cc1[nH]c2ccccc2c1C(=O)CN1C(=O)NC(C)(c2ccc(Cl)cc2Cl)C1=O (configuration not stated)	-12	17	-1	-5
58	COc1ccccc1N(C)S(=O)(=O)c1ccc(Cl)c(C(=O)N2CCC2)c1	-4	3	5	11
59	Cc1cc(/C=N/NC(N)=S)c(C)n1-c1cccc(Cl)c1	4	12	22	-3
60	Cc1ccc(NC(=O)c2sc3nc[nH]c(=O)c3c2C)c(C)c1	-9	0	-15	4

No.	Jurkat NFkB inh	UBC13 polyUb	697 NFkB inh	HKDC1 inh
51	31	-3	-52	-9
52	-49	-42	-1	-2
53	-2	0	1	3
54	0	5	17	2
55	-1	6	2	-3
56	-10	11	7	-4
57	-12	-6	-34	19
58	8	-5	-3	-3
59	20	-2	8	18
60	0	2	-26	-4

(further entries)
No.	SMILES	SENP8 inh	Apaf-1 inh	Gli-Sufu antag	SENP7 inh
61	O=C(CCNS(=O)(=O)c1ccccc1)N1CCCCCC1	-4	8	-20	-6
62	O=C(COc1ccccc1Cl)NCCNC(=O)c1ccncc1	-3	-5	0	-16
63	N#C/C(=C\c1ccc(N2CCOCC2)cc1)c1ccccc1	15	15	20	-2
64	O=C(Oc1ccc(N2C(=O)C3C4CCC(C4)C3C2=O)cc1)c1ccco1 (configuration not stated)	-1	-16	28	-1

No.	Jurkat NFkB inh	UBC13 polyUb	697 NFkB inh	HKDC1 inh
61	-10	-2	-21	-1
62	-9	8	15	-5
63	-180	-4	-254	6
64	15	9	25	-5

Given tab-delimited: entries from further up
entry	SMILES	SENP8 inh	Apaf-1 inh	Gli-Sufu antag	SENP7 inh	Jurkat NFkB inh	UBC13 polyUb	697 NFkB inh	HKDC1 inh
44	CC(C(=O)NC1CCCC1)N(Cc1ccco1)C(=O)c1snc(C(=O)NC2CCCC2)c1N (configuration not stated)	-10	12	2	-3	16	5	-14	-6
45	Cc1nc(SCC(=O)NCCc2ccc(Cl)cc2)nc(C)c1C	-5	-9	-2	-4	12	-1	-17	-3
46	CSc1ncc(CN2CCCCC2C(=O)Nc2ccc(Oc3ccccc3)nc2)cn1 (configuration not stated)	-7	3	-4	-9	-12	-1	-12	-3
47	N#Cc1cnn(-c2nc(SCc3ccccc3)nc3sc4c(c23)CCCC4)c1N	-12	15	2	-4	-4	-2	-6	-2
